TEAD-YAP inh: TEAD-YAP interaction inhibition; HEK-TIYL cells, TEAD-Gal4/YAP UAS-luciferase luminescence; inhibition, % at 9.12 µM; hit rate 1.4% among 640,000; AID 1259422; in the data active means inhibition above about 32%;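 further: 0% = median of test compound wells and 100% = reference inhibitor wells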
GPR151 ag: activators of human GPR151; Q8TDV0; PathHunter beta-arrestin GPR151 cells, luminescence; activation, % at 11.2 µM; hit rate 1% among 650,000; in the data active means activation above about 4.9%;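 further: 0% = median of compound wells and 100% = cells with positive control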
Target sequence (Q8TDV0 whole entry, looked up): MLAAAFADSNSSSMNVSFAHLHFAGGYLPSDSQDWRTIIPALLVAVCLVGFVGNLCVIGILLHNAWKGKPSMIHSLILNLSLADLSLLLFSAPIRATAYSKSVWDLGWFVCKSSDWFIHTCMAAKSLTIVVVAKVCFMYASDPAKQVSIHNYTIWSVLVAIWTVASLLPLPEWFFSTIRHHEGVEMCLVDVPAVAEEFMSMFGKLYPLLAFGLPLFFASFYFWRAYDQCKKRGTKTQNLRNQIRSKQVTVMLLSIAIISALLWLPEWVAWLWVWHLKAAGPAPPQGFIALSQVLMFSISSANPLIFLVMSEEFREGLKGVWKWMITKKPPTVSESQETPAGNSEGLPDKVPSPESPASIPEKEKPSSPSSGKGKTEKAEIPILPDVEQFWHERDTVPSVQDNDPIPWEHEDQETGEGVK
MITF inh: inhibitors of human MITF. AlphaScreen MITF homodimerization, bead proximity signal. hit rate 0.91% among 650,000. O75030. inhibition, % at 2.6 µM; in the data active means inhibition above about 50%;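 further: 0% = vehicle wells with protein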
FBW7 act: human FBW7 E3 ligase activation, primary screen | AlphaScreen FBW7–phospho-cyclin E peptide binding, activator screen | normalized activity (activation), % at 26.1 µM | hit rate 0.13% among 650,000; in the data active means normalized activity above about 1.9%;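 further: purified mutant Fbw7 with reduced substrate affinity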
Target sequence (Q969H0 whole entry, looked up): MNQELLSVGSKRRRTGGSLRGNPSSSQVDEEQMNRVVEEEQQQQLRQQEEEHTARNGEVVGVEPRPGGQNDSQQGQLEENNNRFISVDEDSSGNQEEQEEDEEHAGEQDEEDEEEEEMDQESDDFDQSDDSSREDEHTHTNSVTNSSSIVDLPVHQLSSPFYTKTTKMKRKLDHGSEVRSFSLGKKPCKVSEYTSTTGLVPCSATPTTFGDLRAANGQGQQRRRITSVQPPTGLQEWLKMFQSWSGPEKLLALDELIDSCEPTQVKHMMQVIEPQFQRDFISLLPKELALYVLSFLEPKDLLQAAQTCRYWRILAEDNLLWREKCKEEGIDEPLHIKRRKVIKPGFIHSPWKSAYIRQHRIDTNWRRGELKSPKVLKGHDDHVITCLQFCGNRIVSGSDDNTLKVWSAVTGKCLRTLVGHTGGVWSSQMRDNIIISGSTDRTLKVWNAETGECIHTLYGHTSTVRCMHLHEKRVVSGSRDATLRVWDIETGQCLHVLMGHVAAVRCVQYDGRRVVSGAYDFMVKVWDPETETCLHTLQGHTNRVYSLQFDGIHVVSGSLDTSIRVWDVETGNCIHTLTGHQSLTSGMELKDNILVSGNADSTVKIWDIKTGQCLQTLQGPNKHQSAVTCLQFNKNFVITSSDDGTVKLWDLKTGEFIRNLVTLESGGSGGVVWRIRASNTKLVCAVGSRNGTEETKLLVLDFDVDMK
Active calls of the source: *. Not a hit list; about 3.4% have a hit in one of these screens.

SMILES	TEAD-YAP inh	GPR151 ag	MITF inh	FBW7 act
Cc1cccc(OCc2nnc(SCC(=O)Nc3ccc(S(N)(=O)=O)cc3)o2)c1	8	0.9	-3	-0.1
Cc1ccc(C(=O)N/C(=C\c2ccc(-c3cccc([N+](=O)[O-])c3)o2)C(=O)NCCCN(C)C)cc1	-5	1.4	0	-0.5
CN(Cc1ccco1)C(=O)CSc1nc2ccccc2s1	-10	2.0	1	0.1
Cn1nccc1Nc1nc(C(=O)Nc2ccccc2)cs1	-14	5.6*	9	-0.1
COc1cccc(C(=O)Nc2sc3c(c2C#N)CCCC3)c1	12	-0.7	21	0.0
Cc1cc(C(=O)OCc2nnc(-c3cccs3)o2)c(C)n1-c1ccccc1	6	-1.2	-7	-0.3
Cc1ncsc1C(=O)N[C@@H](C)Cn1nnc2ccccc21	0	0.2	-4	-0.1
Cc1ccc(OCc2nnc(NC(=O)c3ncoc3-c3cccc(C)c3)s2)cc1	5	-0.6	2	-0.1
Cc1ccc(NC(=O)c2ccc([N+](=O)[O-])cc2)c(C)c1	-52	-0.3	17	-0.1
CC(C)CCNC(=O)c1ccccc1[N+](=O)[O-]	7	2.9	10	0.0
CC(C(=O)Nc1ccc(F)cc1)N1Cc2ccccc2C1=O (configuration not stated)	2	0.0	-4	-0.1
NC(N)=NC(N)=Nc1ccc(Cl)c(C(F)(F)F)c1	0	1.5	3	-0.1
CC(C)C[C@H]1NC(=O)[C@@H]2C[C@H](NC(=O)c3cc(Cl)cc(Cl)c3)CN2C1=O	-14	-1.8	-7	0.3
COc1ccc(-c2ccc(=O)n(CC(=O)Nc3ccc(F)c(Cl)c3)n2)cc1	2	0.2	1	-0.3
Nc1nnc(N2CCc3ccccc32)s1	-8	-0.6	-13	0.0
Cc1cc(NC(=O)COc2c(C)cccc2C)no1	9	1.3	4	-0.3
COc1ccc2nc(C3=C(O)c4ccccc4C3=O)sc2c1	-17	-0.7	2	0.1
COc1ccc(/C=C/C(=O)OCC(=O)Nc2ccc(C(N)=O)cc2)c(OC)c1	22	-0.3	-9	-0.1
COc1cc(/C=C2/SC(N)=NC2=O)ccc1Oc1ccc([N+](=O)[O-])cc1[N+](=O)[O-]	8	-0.5	0	0.8
N#Cc1cc2cc3c(cc2nc1SCC(=O)N1CC(=O)Nc2ccccc21)OCCO3	6	-0.5	-3	-0.1
O=c1c2ccccc2ncn1-c1ccc([N+](=O)[O-])cc1[N+](=O)[O-]	49*	-0.9	13	0.0
CC1(C)Cc2ccccc2/C(=C/C(=O)Nc2ccc(Br)cc2)N1	-10	0.8	7	-0.1
CCOC(=O)C1=C(O)/C(=C/c2cccc(Br)c2)SC1=Nc1ccc(F)cc1	-4	-0.7	-3	0.1
COC(=O)C(NC(=O)c1ccccc1)C(C)C (configuration not stated)	-4	2.8	-3	0.5
CCOC(=O)N1CCN(C(=O)C2c3ccccc3C(=O)N(Cc3ccc(F)cc3)C2c2ccc(OC)cc2)CC1 (configuration not stated)	4	0.7	2	-0.1
SMILES	TEAD-YAP inh	GPR151 ag	MITF inh	FBW7 act
OC(CNC1CCCC1)COc1ccc2c(c1)CCC2 (configuration not stated)	9	12*	-8	-0.2
Cc1ccc(Cc2c(C)nc3c(C(=O)N4CCN(c5ccccn5)CC4)cnn3c2C)cc1	-3	0.9	-8	-0.2
CC1(C)OC(c2ccccc2O)OC1(C)C	1	-0.3	-4	0.1
O=[N+]([O-])c1ccc(NC2OC(CO)CC(O)C2O)cc1 (configuration not stated)	7	-1.7	-2	0.5
O=C1N=C(N2CCOCC2)S/C1=C\c1ccccc1F	-19	-0.8	17	0.2
Cc1ccc2c(CC(=O)N3CCN(c4ccccc4Cl)CC3)cc(=O)oc2c1	-1	0.1	14	0.0
COc1cc(C=Nc2ccc(S(N)(=O)=O)cc2)ccc1O	9	0.8	-8	0.0
CCOC(=O)Cn1c(=N)sc2ccccc21	2	0.1	7	0.1
CNCCCOc1ccc2c(c1)CCC2	19	-3.2	12	-0.3
O=C(CSc1nc2[nH]ncc2c(=O)n1-c1ccc(Cl)cc1)Nc1ccccc1C(F)(F)F	13	0.0	2	-0.1
O=C(NCCc1ccc(F)cc1)C(=O)Nc1ccc(Cl)cc1	2	3.8	-10	-0.1
CCOC(=O)c1c(NC(=O)c2cc3n(n2)C(C(F)(F)F)CC(c2ccccc2)N3)sc2c1CCC(C)C2 (configuration not stated)	7	1.0	3	-0.1
Fc1ccc(-c2cc3nc4c(c(NCCCN5CCOCC5)n3n2)CCC4)cc1	-8	0.5	4	-0.1
CC(C)c1nnc2n1CCN(C(=O)CCc1cccnc1)CC2	0	1.5	-3	0.0
COc1ccc(CCN=C(N)NS(=O)(=O)c2ccccc2)cc1OC	-2	2.0	2	-0.1
C=CCNC(=O)C1CC(=O)c2sc(NC(=O)CC(C)CC)nc2C1 (configuration not stated)	-18	1.2	-6	0.0
CCn1c(CNC(=O)c2ccc(F)cc2)nnc1SCC(=O)NC1CCCCC1C (configuration not stated)	15	0.3	20	0.2
CCC(C)C(NC(=O)C1CCC(C)CC1)C(=O)NC(C(=O)OC)C(C)C (configuration not stated)	6	0.7	-6	0.0
CCCNc1ncnc2nc(N3CCOCC3)[nH]c12	9	-1.6	1	-0.2
CCOc1ccccc1CNn1c(-c2ccc(F)cc2)nc2ccccc2c1=O	3	-0.9	14	0.2
CCCN1CCC(NCc2ccccc2C(F)(F)F)CC1	9	0.0	55*	0.1
CC(C)NC(=O)C1CCCN1C(=O)Nc1ccc(Br)cc1 (configuration not stated)	-11	-1.2	-1	0.2
Cc1cc(C)c(CN2CCc3nnc(CCNC(=O)C4CCOCC4)n3CC2)cc1C	7	-0.6	-4	0.0
Cc1cc(Nc2ccc(Oc3ccccc3)cc2)nc(NCCCN2CCCC2=O)n1	15	6.8*	5	0.0
CCc1c(C)c2c(C)nn(-c3ccccc3)c2oc1=O	-17	-1.0	-1	0.0

Some of the entries above, reformatted.
Screens in order: TEAD-YAP inh	GPR151 ag	MITF inh	FBW7 act
> Cc1cccc(OCc2nnc(SCC(=O)Nc3ccc(S(N)(=O)=O)cc3)o2)c1
 : 8	0.9	-3	-0.1
> Cc1ccc(C(=O)N/C(=C\c2ccc(-c3cccc([N+](=O)[O-])c3)o2)C(=O)NCCCN(C)C)cc1
 : -5	1.4	0	-0.5
> CN(Cc1ccco1)C(=O)CSc1nc2ccccc2s1
 : -10	2.0	1	0.1
> Cn1nccc1Nc1nc(C(=O)Nc2ccccc2)cs1
 : -14	5.6*	9	-0.1
> COc1cccc(C(=O)Nc2sc3c(c2C#N)CCCC3)c1
 : 12	-0.7	21	0.0
> Cc1cc(C(=O)OCc2nnc(-c3cccs3)o2)c(C)n1-c1ccccc1
 : 6	-1.2	-7	-0.3
> Cc1ncsc1C(=O)N[C@@H](C)Cn1nnc2ccccc21
 : 0	0.2	-4	-0.1
> Cc1ccc(OCc2nnc(NC(=O)c3ncoc3-c3cccc(C)c3)s2)cc1
 : 5	-0.6	2	-0.1
> Cc1ccc(NC(=O)c2ccc([N+](=O)[O-])cc2)c(C)c1
 : -52	-0.3	17	-0.1
> CC(C)CCNC(=O)c1ccccc1[N+](=O)[O-]
 : 7	2.9	10	0.0
> CC(C(=O)Nc1ccc(F)cc1)N1Cc2ccccc2C1=O (configuration not stated)
 : 2	0.0	-4	-0.1
> NC(N)=NC(N)=Nc1ccc(Cl)c(C(F)(F)F)c1
 : 0	1.5	3	-0.1

Later entries.
SMILES	TEAD-YAP inh	GPR151 ag	MITF inh	FBW7 act
O=C1CCCN1CCn1cnc2c(NC3CCN(Cc4ccccc4)CC3)nc(Nc3ccccc3)nc21	3	1.9	1	-0.1
CCCOc1ccc2ccccc2c1C=O	-8	-0.9	4	0.3
OC1CCN(c2ccnc3c(-c4ccsc4)cnn23)CC1	-39	-0.3	9	-0.1
O=C(CC(=O)N/N=C/c1ccc(C(=O)O)cc1)NCCc1ccccc1	8	-1.0	13	0.0
Cc1ccc(NC(=O)Nc2nnc(N3CCCC(C)C3)s2)c(C)c1 (configuration not stated)	0	1.4	2	-0.1
CC(=O)c1cc2c(cc1[N+](=O)[O-])OCCO2	8	2.6	6	0.1
COc1cc(/C=C2N=C(/C=C/c3ccc(Cl)cc3)OC/2=O)cc(Br)c1OC(C)=O	-6	-0.3	5	-0.1
CC(C)CN1C(=O)c2ccc(C(=O)Nc3cc(Cl)ccc3C(=O)O)cc2C1=O	8	-0.7	-2	0.1
N#C/C(=C\c1ccc(Cl)cc1)C(=O)OCC(=O)NC1CC1	-2	-2.2	-1	-0.2
Cc1ccc(NC(=O)C23CC4CCC(CC(C4)C2)C3)cc1	1	1.2	5	-0.1
CCOC(=O)C1=C(C)N(C)C(=O)NC1c1cccc(C(F)(F)F)c1 (configuration not stated)	4	-0.8	-8	0.0
Cc1ccc(Cl)cc1NC(=O)N[C@H]1C[C@H]2C(=O)N[C@@H](C)C(=O)N2C1	2	1.2	9	0.1
CCCN1CCC(NC(=S)Nc2sc(C)c(C)c2C(=O)OC)CC1	-12	-0.5	12	-0.2
CS(=O)(=O)c1ccc(C(=O)OC2CCOC2=O)cc1 (configuration not stated)	7	-1.8	7	-0.1
CN1CCN(CCCN2C(=O)C3C(C(=O)Nc4ccc(Oc5ccccc5)cc4)C4C=CC3(O4)C2C(=O)NC2CCCCC2)CC1 (configuration not stated)	-8	-0.2	-7	-0.1
CC(=O)N(C)c1ccc2c3c(cccc13)C(=O)N(c1ccccc1)C2=O	1	2.9	15	0.0
O=C(CSCc1ccc(Cl)cc1)N/N=C/c1ccc2c(c1)OCO2	4	0.2	17	0.0
Cc1nc2c(-c3ccc(F)cc3)c(C)[nH]n2c(=O)c1Cl	8	-0.9	5	0.1
COc1ccc(C(=O)CNc2ccc(Cl)cc2)cc1	-8	4.5	9	-0.1
Oc1ccccc1Oc1c(F)c(F)nc(N2CCOCC2)c1F	-5	0.5	-10	0.2
O=C(CON1C(=O)CCC1=O)Nc1cc(Cl)ccc1Cl	4	3.2	-2	-0.1
CC(=O)N1CCN(c2ccc([N+](=O)[O-])c(NC(C)c3ccccc3)c2)CC1 (configuration not stated)	-8	0.6	-1	-0.1
COC(=O)c1c(C)[nH]c(C(=O)CN2CCN(c3ccccc3OC)CC2)c1C	5	-0.3	5	0.1
COCCNC(=O)C(C)N(c1ccccc1)S(C)(=O)=O (configuration not stated)	1	-0.1	-6	0.3
C=CCSc1nc2c(c(=O)n1Cc1ccccc1)C(C)(C1CCCCC1)Cc1ccccc1-2 (configuration not stated)	5	0.4	43	0.3
SMILES	TEAD-YAP inh	GPR151 ag	MITF inh	FBW7 act
O=C(NCc1ccccc1)C(Cc1ccccc1)N1C(=O)c2ccccc2C1=O (configuration not stated)	2	-0.5	-1	0.0
Cn1c(=O)cc(OCCCC(=O)NCc2ccco2)c2ccccc21	1	-0.2	-6	-0.1
CCCCCNC(=O)c1ccc(Cn2c(SCC(=O)Nc3ccc(C)c(Cl)c3)nc3ccccc3c2=O)cc1	-6	1.1	2	0.1
O=C(N/C(=C/c1cccc([N+](=O)[O-])c1)C(=O)N1CCCCC1)c1cccs1	5	1.0	-3	-0.2
CCn1nc(C)c2c(NCc3ccc(OC)cc3)c(C(=O)O)cnc21	2	2.0	-11	-0.2
COc1ccc(-c2csc(NC(=O)c3ccc(S(=O)(=O)N4CC5(C)CC4CC(C)(C)C5)cc3)n2)c(OC)c1 (configuration not stated)	-2	-0.3	8	0.3
N#CC(C#N)=C1NC(N)=C(C#N)C(c2ccccc2I)=C1C#N	11	0.6	1	0.0
CCOC(=O)C1(Cc2ccccc2)CCN(S(=O)(=O)c2ccc3c(c2)OCCO3)CC1	10	0.7	12	0.0
CC1Cc2nc(SCC(=O)N3CCc4ccccc43)n(C)c(=O)c2S1 (configuration not stated)	-9	-0.8	5	0.2
Cc1cccc(-n2c(CNC(=O)COc3ccc(Cl)cc3)n[nH]c2=S)c1	-4	-0.2	-4	0.0
O=C(NCc1cccnc1)C(Cc1ccccc1)NS(=O)(=O)c1ccc(Cl)cc1 (configuration not stated)	8	-1.3	14	0.7
CC(C)CN1CCN(Cc2cccc3cccnc23)CC1CCO (configuration not stated)	2	-3.3	1	0.0
CCCCN(CC)CC(=O)N1CCCc2c1c(=O)oc1ccc(O)cc21	5	0.4	13	-0.1
O=S(=O)(Cc1ccc(Cl)cc1)NC1CCCCC1	-2	-0.1	-5	0.1
O=C(CCN1C(=O)c2ccccc2C1=O)NNC(=O)c1ccncc1	3	0.2	-3	-0.2
O=C(O)CCC(=O)N1CCc2cc(S(=O)(=O)N3CC=C(c4ccccc4)CC3)ccc21	7	-0.7	2	0.2
CCCNc1nc(SC)nc2c1cnn2CCNC(=O)c1ccc(F)cc1	5	-0.4	1	0.0
Cc1cccc(N(CC(=O)NC2CCCC2)C(=O)CCCC(=O)Nc2ccccn2)c1	10	1.2	25	0.0
COc1ccc(/C(C)=N/Nc2nc3c(c(=O)[nH]c(=O)n3C)n2CC(C)O)cc1 (configuration not stated)	-1	-0.9	3	0.7
CC(C)c1ccc2oc(-c3ccc(Cl)c(NC(=O)c4cc5ccccc5o4)c3)nc2c1	-1	-0.7	8	0.9
NC(=O)C1CCN(C(=O)CCC(=O)c2ccc(Br)cc2)CC1	-3	-0.9	-10	0.0
O=C(N/N=C/c1ccco1)c1cc(Br)cc(Br)c1O	-1	-1.0	-11	-0.2
N#Cc1ccc(-c2csc(NC(=O)c3cc(=O)c4ccccc4o3)n2)cc1	1	1.7	-12	-0.1
CCOC(=O)N1CCN(c2ccc(C(F)(F)F)cn2)CC1	-5	0.2	-7	-0.1
O=C(CN1CCC(n2nnc3cc(F)ccc32)CC1)N1CCCc2ccccc21	5	-1.9	4	0.3
CCOc1cc(CO)c(Br)cc1OCC(=O)O	-6	0.6	8	0.3
O=C(NCc1ncc(C(F)(F)F)cc1Cl)c1cnc2sc3ccccc3n2c1=O	7	-1.2	14	1.0

High-throughput results from PubChem BioAssay.
